# MT1-MMP act inh: inhibitors of human MT1-MMP activation. HT1080 RFP-PRO-GFP cells, GFP/RFP ratio fluorescence, overnight; percent of plate control window, DMSO zero. 360,000 compounds, 0.061% hits. AID 651647. GFP/RFP ratio change, % at 20 µM;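 active = GFP/RFP ratio change of at least 30% with cell ATP level not reduced by more than half and red fluorescence within 50% of control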; also: strong numbers were not always called active
#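 Read-out: GFP/RFP fluorescence ratio; Test system: RFP-PRO-GFP reporter HT1080 cells; Compound dosing: single-point 20 µM compound, 1% DMSO; Times: overnight compound exposure at 37 °C.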
# Neddylation inh: cullin neddylation inhibition; calls only at 25 µM; P61081+Q13564; TR-FRET cullin neddylation, biochemical; 360,000 compounds, 0.58% hits; in the data active = inhibition above about 36%
# NadD block: blocks S. aureus nicotinate mononucleotide adenylyltransferase; inhibition, % at 20 µM; purified NadD enzyme, colorimetric absorbance read-out; AID 602399; 360,000 compounds, 0.78% hits; in the data active = inhibition above about 26%; also: some compounds past the cut are filed as inactive
# SKN-1 block: inhibitors of C. elegans SKN-1 | C. elegans VP596 Pgst-4::GFP/RFP ratio, acrylamide-induced, 24 h | inhibition, % at 21.8 µM | 360,000 compounds, 0.49% hits | AID 624304;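 active = interference check ratio from 0.5 to 1.5 plus GFP to RFP signal ratio inhibition reaching or exceeding a fixed threshold, cut at about 30% in these data, passing the limit was not always enough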; also: some compounds called inactive have numbers as strong as hits
# Rin1 Abl inh: human Rin1-Abl interaction inhibition | AID 588664 | TR-FRET Rin1/Abl binding, biochemical | P00519+Q13671 | inhibition, % at 7.35 µM | 360,000 compounds, 0.4% hits; in the data active = inhibition above about 5%, passing the limit was not always enough
# FAS-TE inh: blocks the thioesterase domain of human fatty acid synthase; inhibition, % at 15 µM; recombinant FAS-TE, OMFH fluorogenic substrate, fluorescence endpoint; 360,000 compounds, 0.67% hits;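 active = compounds whose normalised, plate-corrected inhibition of enzyme fluorescence in the single-dose primary screen is 50% or more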;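 also: 0% = DMSO with enzyme and 100% = substrate without enzyme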
# PABP1 MLLE inh: blocks PAM2 peptide binding to the PABP1 MLLE domain. P11940. GST-MLLE / FITC-PAM2 fluorescence polarization. inhibition, % at 20 µM. 360,000 compounds, 0.36% hits. AID 588489; in the data active = inhibition above about 35%, passing the limit was not always enough;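 also: plate controls were DMSO wells with GST-MLLE for no effect and wells lacking GST-MLLE protein for full effect; some results filed as inactive read as strong as hits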
# Target sequence (P11940 whole entry, looked up, the tested form may be a part): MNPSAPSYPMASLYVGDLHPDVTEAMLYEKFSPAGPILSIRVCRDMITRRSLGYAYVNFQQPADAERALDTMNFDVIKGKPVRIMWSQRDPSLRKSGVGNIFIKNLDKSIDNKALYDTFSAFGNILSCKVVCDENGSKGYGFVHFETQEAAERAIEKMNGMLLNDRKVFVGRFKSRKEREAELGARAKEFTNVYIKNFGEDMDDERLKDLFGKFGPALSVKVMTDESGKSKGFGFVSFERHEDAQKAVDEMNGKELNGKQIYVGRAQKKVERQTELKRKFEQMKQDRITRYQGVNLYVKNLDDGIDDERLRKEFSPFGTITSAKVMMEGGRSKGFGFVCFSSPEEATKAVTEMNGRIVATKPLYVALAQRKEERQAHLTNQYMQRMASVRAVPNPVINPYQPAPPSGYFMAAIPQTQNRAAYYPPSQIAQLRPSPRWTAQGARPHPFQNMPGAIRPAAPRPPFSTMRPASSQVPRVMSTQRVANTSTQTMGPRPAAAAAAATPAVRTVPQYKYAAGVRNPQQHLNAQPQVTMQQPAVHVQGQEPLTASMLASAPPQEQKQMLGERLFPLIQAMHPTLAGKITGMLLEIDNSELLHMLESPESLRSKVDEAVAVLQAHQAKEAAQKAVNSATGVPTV
# CSN inh: blocks human CSN-mediated cullin deneddylation | 360,000 compounds, 0.38% hits | Purified CSN, SCF-Nedd8-OG deneddylation, fluorescence polarization | inhibition, % at 12.5 µM | AID 651999 | Q92905;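 active = pattern-corrected inhibition above about 35%, with an unprinted fluorescence ratio check between 0.5 and 1.5, limit read from the data, passing the limit was not always enough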;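 also: 0% = enzyme with substrate and 100% = substrate without enzyme; some results filed as inactive read as strong as hits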
# Target sequence (Q92905 whole entry, looked up, one chain of several): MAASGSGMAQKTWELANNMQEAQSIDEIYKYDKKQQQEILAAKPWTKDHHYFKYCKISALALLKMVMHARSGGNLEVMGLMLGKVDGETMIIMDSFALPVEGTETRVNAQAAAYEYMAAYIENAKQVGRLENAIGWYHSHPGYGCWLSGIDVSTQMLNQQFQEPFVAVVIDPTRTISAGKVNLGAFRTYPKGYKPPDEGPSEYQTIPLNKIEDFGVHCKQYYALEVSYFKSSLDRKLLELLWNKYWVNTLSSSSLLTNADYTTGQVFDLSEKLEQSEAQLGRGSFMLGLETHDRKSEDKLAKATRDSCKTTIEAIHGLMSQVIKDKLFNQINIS
#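 test system = HEK293T-derived human Csn5 enzyme | amount = 0.24 nM Csn5 enzyme, final concentration | medium = Tris/NaCl/DTT buffer, pH 7.5 | schedule = 90 min reaction at room temperature | signal = FP | evaluation = inhibition of Csn5 cleavage, % | compound dosing = single dose of 12.5 µM compound with 0.25% DMSO | probe or stimulus = 10 nM SCFSkp2-Nedd8OG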
# Rpn11 inh: Rpn11 (human) deubiquitinase inhibition; human 26S proteasome, Ub4-pepOG fluorescence polarization; 20S core pre-blocked with epoxomicin; calls only at 20 µM; 360,000 compounds, 0.59% hits;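 active = inhibition at 20 µM, scaled to each plate's controls, above about 33%, limit read from the data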
# The depositor's hits bear a star; i = inactive; nt = not tested or not shown. Rows are unselected; overall some 3.9% were active at least once.
SMILES | MT1-MMP act inh | Neddylation inh | NadD block | SKN-1 block | Rin1 Abl inh | FAS-TE inh | PABP1 MLLE inh | CSN inh | Rpn11 inh
Cc1ccc(-c2nc(NC(=O)CSc3nnc(C)s3)ns2)cc1 | -1 | i | -4 | 10 | -2 | -2 | 5 | 6 | i
CCc1nc2ccc(C(=O)N3CCN(c4cc(C)ccc4C)CC3)cc2nc1CC | 3 | i | 2 | 6 | 2 | 23 | 3 | 1 | i
Cc1cc(=O)n(C(C)c2ccccc2)n1C(C)c1ccccc1 (stereo not given) | 1 | i | -1 | 6 | 3 | -7 | -4 | -1 | i
Cc1cccc(NC(=O)CSc2ccc(-c3ccccn3)nn2)c1C | 2 | i | -4 | -3 | -2 | 3 | 0 | -2 | i
CC(=O)Nc1ccc(SCCN2CC[C@@H](C(C)(C)C)CCC2=O)cc1 | 3 | i | -1 | 6 | 2 | -4 | 41* | -3 | i
CCSc1nnc(NC(=O)c2cccc(S(=O)(=O)N(C)c3ccccc3)c2)s1 | 0 | i | 5 | 8 | 3 | -2 | 1 | 1 | i
COc1ccc(/C=C2/SC(=S)N(CCCC(=O)Nc3cccc(O)c3)C2=O)cc1 | nt | i | 5 | 12 | -2 | 15 | 0 | 3 | i
COc1ccccc1NC(=O)N(Cc1ccco1)Cc1cc2cc(C)cc(C)c2[nH]c1=O | -5 | i | 0 | 5 | 0 | 14 | -2 | 3 | i
Cc1nc(SCC(=O)NC(C)(C#N)C2CC2)c2c(-c3cccs3)csc2n1 (stereo not given) | 12 | i | 2 | 12 | -4 | 9 | -2 | 1 | i
C(=N/N1CCN(c2ccccc2)CC1)/c1cccs1 | 11 | i | 12 | 26 | 0 | 6 | 8 | 0 | i
CC(C)C[C@H](NC(=O)/C=C/[C@H]1O[C@@H](n2ccc(=O)[nH]c2=O)[C@H](O)[C@@H]1O)C(=O)O | 2 | i | 2 | 9 | 3 | -6 | -6 | 1 | i
Cc1cccc(-c2ncc(S(=O)(=O)C(C)(C)C)c(N)n2)c1 | -2 | i | -1 | -4 | -2 | 1 | -6 | 0 | i
O=C(Nc1ccccc1)OCc1cnc(Cl)s1 | 3 | i | 5 | 3 | -1 | 1 | 0 | -6 | i
CCOC(=O)C1(Cc2ccc(Cl)cc2)CCN(Cc2nccn2CC)CC1 | -4 | i | -2 | 5 | 4 | 3 | 8 | 0 | i
CCOC(=O)CNC(=O)CSc1ncnc2c1cnn2-c1ccc(C)cc1 | 0 | i | -6 | -33 | 0 | -8 | 7 | 1 | i
CC1CN(C(=O)N2c3ccccc3Sc3ccccc32)CC(C)O1 (stereo not given) | 0 | i | -8 | 0 | 2 | 16 | 1 | -2 | i
CC(C)Oc1cccc(-c2cc(C(=O)NC(=S)N(C)c3ccccc3C(=O)O)c3ccccc3n2)c1 | -2 | nt | -2 | 2 | 1 | 2 | 39 | -3 | i
O=C(Nc1ccc(Br)cc1)C1CCN(c2cnccn2)CC1 | -2 | i | -6 | 8 | 6 | 2 | 6 | 0 | i
Cc1ccc2cccc(S(=O)(=O)N3CCN(c4cccc(Cl)c4)CC3)c2n1 | -2 | i | 7 | 8 | 0 | 26 | 3 | -2 | i
Cc1ccc(-c2nc(C(=O)NCCCN(C)C)cc3c2[nH]c2ccccc23)cc1 | 9 | nt | -6 | 11 | 2 | -1 | 9 | 0 | i
CC[C@]1(C(=O)OC)[C@H]2C(=O)N(Cc3ccccc3)C(=O)[C@H]2[C@H]2CN=C(SCC3CC3)N21 | 2 | i | 9 | -5 | -2 | -8 | -98 | -4 | i
CC1=C(C(=O)N2CCCCCC2)CC(CC(=O)NC2CCCC2)C(=O)N1Cc1ccc(C(C)(C)C)cc1 (stereo not given) | 4 | i | 8 | -1 | nt | 21 | nt | -4 | nt
O=C(c1cc(-c2ccc(F)cc2)on1)N1CCOCC1 | 1 | i | 3 | 9 | 1 | -6 | -9 | 0 | i
CC(CNC(=O)C1CCCCC1C(=O)O)c1ccccc1 (stereo not given) | -2 | i | -2 | -11 | -3 | -7 | -12 | 7 | i
CCn1c(C(C)NC(=O)Cc2ccccc2)nc2ccccc21 (stereo not given) | -3 | i | 3 | -1 | 0 | 0 | -11 | 7 | i
CCOC(=O)CSc1nnc(-c2ccccc2NC(=O)c2ccccc2)o1 | 4 | i | 0 | 4 | 0 | -2 | -8 | 0 | i
CCOc1nc(Nc2ccc([N+](=O)[O-])cc2)nc(NC(C)(C)C)n1 | 1 | i | -2 | -6 | 2 | 0 | 4 | 6 | i
Cn1c(-c2cccs2)nc2ccccc21 | -4 | nt | -4 | 11 | -8 | -6 | 7 | 0 | i
Cc1cccc(C)c1-n1nnnc1C(c1ccnc2ccccc12)N(Cc1ccccc1)Cc1ccccc1 (stereo not given) | -3 | i | 32* | 2 | nt | 28 | nt | -1 | nt
Cc1nn2c(=O)cc(CSCC(=O)Nc3ccccc3Cl)nc2s1 | 1 | i | 4 | -4 | 2 | -7 | 11 | -4 | i

# Record cards (already shown). Values in the order: MT1-MMP act inh | Neddylation inh | NadD block | SKN-1 block | Rin1 Abl inh | FAS-TE inh | PABP1 MLLE inh | CSN inh | Rpn11 inh
# Cc1cccc(NC(=O)CSc2ccc(-c3ccccn3)nn2)c1C across the screens: 2 | i | -4 | -3 | -2 | 3 | 0 | -2 | i
# O=C(Nc1ccccc1)OCc1cnc(Cl)s1 across the screens: 3 | i | 5 | 3 | -1 | 1 | 0 | -6 | i
# CC1=C(C(=O)N2CCCCCC2)CC(CC(=O)NC2CCCC2)C(=O)N1Cc1ccc(C(C)(C)C)cc1 (stereo not given) across the screens: 4 | i | 8 | -1 | nt | 21 | nt | -4 | nt
# CC(CNC(=O)C1CCCCC1C(=O)O)c1ccccc1 (stereo not given) across the screens: -2 | i | -2 | -11 | -3 | -7 | -12 | 7 | i

# Gathered by group: those above containing a tert-butyl group (4)
SMILES | MT1-MMP act inh | Neddylation inh | NadD block | SKN-1 block | Rin1 Abl inh | FAS-TE inh | PABP1 MLLE inh | CSN inh | Rpn11 inh
CC(=O)Nc1ccc(SCCN2CC[C@@H](C(C)(C)C)CCC2=O)cc1 | 3 | i | -1 | 6 | 2 | -4 | 41* | -3 | i
Cc1cccc(-c2ncc(S(=O)(=O)C(C)(C)C)c(N)n2)c1 | -2 | i | -1 | -4 | -2 | 1 | -6 | 0 | i
CC1=C(C(=O)N2CCCCCC2)CC(CC(=O)NC2CCCC2)C(=O)N1Cc1ccc(C(C)(C)C)cc1 (stereo not given) | 4 | i | 8 | -1 | nt | 21 | nt | -4 | nt
CCOc1nc(Nc2ccc([N+](=O)[O-])cc2)nc(NC(C)(C)C)n1 | 1 | i | -2 | -6 | 2 | 0 | 4 | 6 | i

# Later entries:
SMILES | MT1-MMP act inh | Neddylation inh | NadD block | SKN-1 block | Rin1 Abl inh | FAS-TE inh | PABP1 MLLE inh | CSN inh | Rpn11 inh
CCc1ccc(OCc2nnc(SCC(=O)NCc3ccco3)o2)cc1 | 4 | i | 4 | 26 | 0 | 3 | -12 | -1 | i
CCOc1ccc(OCCOC(=O)CN(C)S(=O)(=O)c2ccc(NC(C)=O)cc2)cc1 | -1 | i | -5 | -11 | 2 | 12 | -8 | -4 | i
COc1cccc(CN2CCNC(=O)C2CC(=O)N2CCOc3ccccc3C2)c1OC (stereo not given) | 1 | i | 5 | 10 | 4 | -8 | 9 | 0 | i
CCOc1ccccc1NC1=NC2CS(=O)(=O)CC2S1 (stereo not given) | 1 | i | -5 | -2 | 0 | -5 | -21 | 1 | i
Cc1ccc(S(=O)(=O)N2[C@H](CC(=O)OCc3ccccc3)OC[C@@H]2C)cc1 | -3 | i | nt | -3 | nt | nt | nt | -4 | nt
CCc1ccc(C(=O)/C=C/Nc2ccc(S(=O)(=O)Nc3onc(C)c3C)cc2)cc1 | 2 | i | 12 | -3 | -2 | -19 | -15 | -9 | i
CNC(=O)COC(=O)c1ccc2c(c1)S(=O)(=O)c1ccccc1C2=O | -1 | i | 3 | 19 | -1 | -2 | -15 | 4 | i
CN(C(=O)CSc1nnnn1-c1ccccc1)C1CCCCC1 | 4 | i | 3 | 1 | -3 | 3 | -4 | -2 | i
COCc1ccc(-c2c(-c3cc(OC)cc(OC)c3)oc(=O)c3cc(OC)c(OC)cc23)cc1 | 1 | i | -10 | 21 | 2 | 32 | -6 | -1 | i
CCOC(=O)c1c(NC(=O)c2ccc(N3C(=O)[C@@H]4[C@H](C3=O)[C@H]3C=C[C@@H]4C3)cc2)sc2c1CC(C)CC2 (stereo not given in full) | 0 | nt | 16 | 0 | -2 | 51* | -7 | 1 | i
CCOc1cc(C#N)c(NC(=O)c2cccnc2Cl)cc1OCC | 1 | i | -1 | 3 | 1 | -9 | 0 | -2 | i
Cc1ccc(C(=O)CSc2nnnn2Cc2ccccc2)cc1C | -3 | i | -6 | -3 | 3 | 20 | -43 | 2 | i
CC(C)Cn1c2c(c(O)c(C(=O)Nc3nc4ccccc4s3)c1=O)CCCC2 | 2 | i | 9 | 11 | -1 | 26 | 5 | -2 | i
COc1ccccc1-c1ccc2c(c1)C(C)(Cc1cccc(C#N)c1)C(=O)N2 (stereo not given) | -1 | i | -6 | 7 | -2 | 15 | -8 | 0 | i
CC(C)CC(C(=O)N1CCOCC1)N1Cc2ccccc2C1=O (stereo not given) | -3 | i | 4 | -10 | -1 | -5 | 3 | 4 | i
CCc1[nH]nc2c1C(c1ccc(C)o1)C(C#N)=C(N)O2 (stereo not given) | -3 | i | -3 | -8 | -4 | -5 | 1 | -5 | i
Cc1cc(-c2ccccc2)nc2oc3c(c12)NC(=O)CN(c1ccccc1)C3=O | 5 | i | 2 | 6 | -2 | -2 | 0 | 1 | i
Cc1cc(NC(=O)CSc2cn(CCNC(=O)c3ccc(Cl)cc3)c3ccccc23)no1 | 1 | i | -3 | -13 | -3 | 15 | 14 | -2 | i
COc1ccc(CNCc2ccncc2)cc1OC | -1 | i | -4 | 9 | 1 | -5 | 2 | 1 | i
O=C(NCc1ccco1)C1CCN(S(=O)(=O)N2CCOCC2)CC1 | 5 | i | -4 | -4 | -2 | -3 | 0 | 0 | i
COCCNC(=S)NNC(=O)c1ccco1 | 7 | i | -6 | -5 | -2 | -4 | -4 | 1 | i
CC(C(=O)N1CCc2ccccc21)N1CCc2ccccc2C1 (stereo not given) | -17 | i | -4 | 0 | -3 | -2 | 1 | 0 | i
CC1(C(=O)NCc2cccc3ccccc23)CCN1Cc1ccccc1OC(F)F (stereo not given) | -4 | i | 2 | 3 | 1 | 25 | 2 | 1 | i
Cc1ccc(CNC(=O)CCn2cc(-c3ccc(C)cc3)nc2-c2ccncc2)cc1 | -2 | i | 5 | 0 | 2 | -9 | -16 | -1 | i
CCc1noc(C)c1C(=O)N1CCN(S(=O)(=O)c2ccc(C)cc2C)CC1 | -2 | i | -4 | -13 | -1 | -6 | 1 | -2 | i
O=C(Nc1cccc2ccccc12)c1nn(C23CC4CC(CC(C4)C2)C3)cc1[N+](=O)[O-] | -15 | i | 5 | -9 | -1 | 45 | 5 | 2 | i
CC(C)Oc1ccc(S(=O)(=O)N2CCOCC2)cc1NC(=O)C1CSC2(C)CCC(=O)N12 (stereo not given) | 7 | i | 0 | 10 | 5 | -2 | -20 | -3 | i

# Bioassay records as filed in PubChem.
